From PubChem
TNAP act hi DEA – TNAP activators at high phosphate acceptor level, primary screen, biochemical, luminescence, uHTS; activation factor at 20 µM; 200,000 tested, under 10 active; Alkaline phosphatase, tissue-nonspecific isozyme (Homo sapiens), P05186; purified TNAP, CDP-star luminescence, 1 M DEA, 30 min; stronger effect = higher value; 0 = EDTA background, 1 = DMSO-only activity; AID 1136, 2008;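 active means activation factor at least 2 at 20 µM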
Target sequence (P05186 whole entry, looked up): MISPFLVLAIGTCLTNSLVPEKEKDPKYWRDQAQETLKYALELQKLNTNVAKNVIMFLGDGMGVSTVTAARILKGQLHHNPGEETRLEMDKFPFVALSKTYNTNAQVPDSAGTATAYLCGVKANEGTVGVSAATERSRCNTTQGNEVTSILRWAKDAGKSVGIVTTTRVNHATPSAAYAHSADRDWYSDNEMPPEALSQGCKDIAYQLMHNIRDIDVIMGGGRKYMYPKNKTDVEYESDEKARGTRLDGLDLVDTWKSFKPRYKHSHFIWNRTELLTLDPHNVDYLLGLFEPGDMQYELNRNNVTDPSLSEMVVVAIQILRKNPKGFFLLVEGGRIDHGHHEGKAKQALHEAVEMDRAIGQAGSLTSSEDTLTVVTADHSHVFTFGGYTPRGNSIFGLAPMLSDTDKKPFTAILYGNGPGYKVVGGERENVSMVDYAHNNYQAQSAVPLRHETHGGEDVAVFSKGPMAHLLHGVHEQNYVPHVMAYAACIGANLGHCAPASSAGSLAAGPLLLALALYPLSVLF
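Test system – human TNAP · Doses – 20 µM single point · Incubation – 30 min, room temperature · Signal – luminescent substrate turnover signal · Read-out basis – activation factor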
bIAP inhibitor – bovine intestinal alkaline phosphatase inhibitors, primary screen, selectivity assay for TNAP inhibitor project, biochemical, bovine IAP, CDP-star luminescence; purified bovine IAP, 30 min; 190,000 tested, under 10 active; AID 1019, 2008; alkaline phosphatase, intestinal [Bos taurus]; inhibition, % at 20 µM;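 active means over 50% inhibition of intestinal alkaline phosphatase at 20 µM in the single-dose screen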
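System: purified bovine intestinal alkaline phosphatase (IAP) enzyme; Input: IAP diluted 1/65,000,000 in the well; Measured by: CDP-star luminescence signal; Compound dosing: 20 µM single dose; Incubation: 30 min reaction at room temperature.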
bIAP activator – bovine intestinal alkaline phosphatase activators, primary screen, biochemical, bovine IAP, CDP-star luminescence; alkaline phosphatase, intestinal [Bos taurus]; purified bovine IAP, 30 min; stronger effect = higher value; fold of DMSO-control signal, blank-subtracted; activation factor at 20 µM; actives 0.17% (n = 200,000); AID 1016, 2008;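 active means activation factor of 2 or more at 20 µM, a signal rise over negative controls twice the positive control's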
FLuc inhib CS – firefly luciferase enzyme inhibitors, primary screen, artefact control for luciferase-based inhibitor screens, biochemical, luminescence, ATPLite; inhibition, % at 10 µM; AID 1006, 2008; actives 1.5% (n = 200,000); 10 min;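 active means inhibition above about 50% when tested at 10 µM, limit read from the data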
Target sequence (P08659 whole entry, looked up): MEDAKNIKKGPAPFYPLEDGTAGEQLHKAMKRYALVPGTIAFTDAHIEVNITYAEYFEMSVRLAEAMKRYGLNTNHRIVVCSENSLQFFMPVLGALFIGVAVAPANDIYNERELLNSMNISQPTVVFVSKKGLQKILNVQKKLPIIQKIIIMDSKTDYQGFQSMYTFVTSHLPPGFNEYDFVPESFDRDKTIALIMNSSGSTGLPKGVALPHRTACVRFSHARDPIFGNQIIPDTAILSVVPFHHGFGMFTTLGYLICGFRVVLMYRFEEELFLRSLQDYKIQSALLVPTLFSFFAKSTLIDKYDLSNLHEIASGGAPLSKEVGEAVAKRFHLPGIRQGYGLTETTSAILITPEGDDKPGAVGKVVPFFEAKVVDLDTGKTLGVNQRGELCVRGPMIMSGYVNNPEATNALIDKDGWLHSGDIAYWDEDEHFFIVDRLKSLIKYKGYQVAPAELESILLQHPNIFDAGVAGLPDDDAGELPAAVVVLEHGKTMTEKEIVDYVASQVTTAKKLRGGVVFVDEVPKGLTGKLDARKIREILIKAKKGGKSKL
FLuc stim CS – FLuc activators, initial screening, artefact control for FLuc-dependent activation tests, biochemical, ATPlite luminescence | Luciferin 4-monooxygenase (Photinus pyralis), P08659 | ATPlite luciferase biochemical, 10 min; 0 = ATP-free wells, 1 = DMSO control | activation factor at 10 µM | 200,000 tested, under 10 active | AID 1027, 2008;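 active means luciferase activation factor, scaled between plate controls, of at least 2 with compound at 10 µM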
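Assay system: Luciferase/luciferin detection reagent, cell-free biochemical luciferase assay / Also added: ATP substrate / Schedule: 10 min at ambient temperature / Measured by: luminescence measurement of luciferase light output / Benchmarks: low control with PBS replacing ATP, high control enzyme plus ATP without compound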
TNAP inh no acc – human TNAP enzyme inhibitors, primary screen, biochemical, luminescent, no phosphate acceptor, uHTS; Alkaline phosphatase, tissue-nonspecific isozyme (Homo sapiens), P05186; purified TNAP, CDP-star luminescence, 30 min; inhibition, % at 20 µM; actives 0.26% (n = 200,000); AID 1012, 2008;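 active means tissue-nonspecific alkaline phosphatase inhibition above about 50% at 20 µM in the single-dose screen, limit read from the data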;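 further: 0% = DMSO negative control and 100% = EDTA positive control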
TNAP inh hi DEA – human TNAP enzyme inhibitors, primary screen, biochemical, luminescent, high phosphate acceptor level, uHTS; Alkaline phosphatase, tissue-nonspecific isozyme (Homo sapiens), P05186; purified TNAP, CDP-star luminescence, 1 M DEA; inhibition, % at 20 µM; actives 0.03% (n = 200,000); AID 1135, 2008;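 active means over 50% inhibition of tissue-nonspecific alkaline phosphatase at 20 µM in the single-dose screen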;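 further: plate controls were DMSO wells for no effect and EDTA-quenched wells as full inhibition for full effect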
APP 5UTR inh – inhibitors of APP translation via 5'UTR reporter, primary screen, APP 5'UTR luciferase, SH-SY5Y cells; SH-SY5Y APP 5'UTR-luciferase reporter, luminescence; inhibition, % at 2 µM; actives 0.82% (n = 190,000);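 active means inhibition above a set limit, derived from the sample mean plus 3 SD, cut at about 45% in these data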; further: values of inactives mirror those of a sister screen read the other way
Lmaj promast – Leishmania major promastigote growth inhibition, primary screen; Leishmania major promastigotes, resazurin fluorescence viability; inhibition, % at 10 µM; actives 9% (n = 200,000); in the data active means inhibition above about 50%;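 further: promastigotes grown with compound for 44 hours at 28 °C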
RAM inhibit – inhibitors of the yeast RAM network, primary screen, dse1pr::URA3 reporter, 5-FOA selection; S. cerevisiae dse1pr::URA3 reporter, 5-FOA growth OD615, 2 d; analog-sensitive cbk1-as2 kinase mutant strain; inhibition, % at 50 µM; actives 1.8% (n = 190,000); AID 868, 2007;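 active means inhibition above a set limit, 3 SD over mean compound inhibition, cut at about 8.4% in these data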;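 further: 0% = DMSO-only wells with no growth and 100% = 10 µM 1-NA-PP1 full growth; inhibition rescues growth on 5-FOA so higher OD means more RAM inhibition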
* = called active by the depositor; & = joins results of further samples. Outcome played no part in choosing rows, and some 13% of all compounds hit somewhere here.

SMILES | TNAP act hi DEA | bIAP inhibitor | bIAP activator | FLuc inhib CS | FLuc stim CS | TNAP inh no acc | TNAP inh hi DEA | APP 5UTR inh | Lmaj promast | RAM inhibit
Cc1ccc(-n2cc(CNC(C)Cn3cncn3)c(-c3ccc(F)cc3)n2)cc1 (stereo not given) | 1 | -5 | 1.1 | 8 | 0.9 | -4 | -2 | -8 | 24 | -1.2
Cn1cc(CNC(=O)c2cc(-c3ccc(Br)cc3)nc3ccccc23)cn1 | 1 | -19 | 1.2 | 5 | 0.9 | -5 | -2 | 8 | 11 | 8.8*
Cc1ccc(C2=N/C(=C\c3ccc(OS(=O)(=O)c4ccc(C)cc4)cc3)C(=O)O2)cc1 | 1 | -7 | 1.1 | -9 | 1.1 | 0 | -3 | -15 | -8 | 8.0
Cc1ccc(-n2nc(C)c(C3(O)C(=O)N(C)c4ccccc43)c2N)cc1 (stereo not given) | 1.1 | 14 | 0.9 | -8 | 1.1 | 0 | -8 | 1 | -6 | 1.2
Cc1ccccc1OCCSc1nc2ncnc(N)c2[nH]1 | 1.1 | -11 | 1.1 | -8 | 1.1 | 10 | -8 | 11 | 8 | -0.6
CC(C)(CO)CNC(=O)CCc1nnc(C2(c3ccc(Cl)cc3)CCC2)o1 | 1 | 5 | 0.9 | -9 | 1.1 | -6 | -2 | 5 | -10 | 3.2
COc1ccc(/C=N\NC(=O)CC(=O)Nc2cccc(Cl)c2)cc1OC | 1 | 2 | 1 | 4 | 1 | -3 | 1 | -2 | 3 | 1.1
COC(=O)Nc1ccc(OCC(=O)N2CCOCC2)cc1 | 1 | 4 | 1 | -1 | 1 | -20 | -1 | -18 | -8 | 0.0
Cc1nc2sc(C(c3ccc(C(C)C)cc3)N3CCN(CCO)CC3)c(O)n2n1 (stereo not given) | 1 | -10 | 1.1 | -3 | 1 | -1 | -1 | -16 | 22 | -1.5
CCOC(=O)N1CCN(Cc2nc(-c3cccc(Cl)c3)no2)CC1 | 1.1 | 0 | 1 | -5 | 1.1 | -11 | -7 | 14 | 16 | -1.9
COc1ccc(/C=C/C(=O)N(C)C2CCCCC2)cc1Br | 1 | 23 | 0.8 | 1 | 1 | -2 | -4 | -29 | 20 | 0.9
COc1ccc2[nH]cc(C3N4CC5(C)CN3CC(C)(C4)C5=O)c2c1 (stereo not given) | 1.1 | 7 | 0.9 | -7 | 1.1 | -9 | -5 | 11&-5 | -4 | 0.9
O=C1C(O)CC2c3ccccc3CC3(CCCC3)N12 (stereo not given) | 1.1 | -2 | 1 | -10 | 1.1 | 8 | -9 | 4 | -5 | 1.3
Cc1ccc(C2CC(c3cccs3)=NN2S(=O)(=O)c2ccc(C)cc2)cc1 (stereo not given) | 1 | 10 | 0.9 | 0 | 1 | -2 | 4 | 13 | 13 | 5.3
S=C(c1ccc(N2CCOCC2)cc1)N1CCOCC1 | 1 | 0 | 1 | -1 | 1 | -7 | -2 | -6 | -2 | 0.3
CCCCCCNC(=O)CC(NS(=O)(=O)c1ccc(NC(C)=O)cc1)C(C)C (stereo not given) | 1.1 | 2 | 1 | -4 | 1 | -14 | -8 | -6 | -8 | -0.6
COc1ccc(C(C)=O)cc1CSc1nc2ccccc2c(=O)n1-c1cccc(C)c1 | 1.1 | 15 | 0.9 | -5 | 1 | -15 | -6 | 9 | 18 | 7.4
Cc1cc2oc(=O)cc(CN3CCCCC3C)c2c(C)c1Cl (stereo not given) | 1.1 | 9 | 0.9 | -10 | 1.1 | -8 | -6 | 19 | 9 | -1.4
CCN(C(=O)C(C)Cl)c1ccccc1 (stereo not given) | 1 | 3 | 1 | -2 | 1 | -8 | 1 | -2 | -6 | 1.4
CCOC(=O)N1CCN(c2cc(=O)n(-c3ccc(OCC)cc3)c(=O)[nH]2)CC1 | 1 | 9 | 0.9 | -5 | 1 | -8 | 1 | 2 | -3 | -0.2

Overlap with the part before: 2 compounds, followed by the next part.
SMILES | TNAP act hi DEA | bIAP inhibitor | bIAP activator | FLuc inhib CS | FLuc stim CS | TNAP inh no acc | TNAP inh hi DEA | APP 5UTR inh | Lmaj promast | RAM inhibit
CCN(C(=O)C(C)Cl)c1ccccc1 (stereo not given) | 1 | 3 | 1 | -2 | 1 | -8 | 1 | -2 | -6 | 1.4
CCOC(=O)N1CCN(c2cc(=O)n(-c3ccc(OCC)cc3)c(=O)[nH]2)CC1 | 1 | 9 | 0.9 | -5 | 1 | -8 | 1 | 2 | -3 | -0.2
CCCCn1c(O)c(N=NC(=O)c2ccco2)c2ccccc21 | 1 | -6 | 1.1 | 14 | 0.9 | -4 | -1 | 17 | -1 | 2.1
Cc1nc2c(C)cccn2c1/C(O)=C1\C(=O)C(=O)N(CCN2CCOCC2)C1c1cccs1 (stereo not given) | 1 | -6 | 1.1 | -4 | 1 | -3 | 0 | -14 | -3 | 0.7
CCOc1ccc(CN2CCN(Cc3ccc(C)o3)CC2CCO)cc1 (stereo not given) | 1 | -12 | 1.1 | -3 | 1 | -8 | -4 | -13 | 0 | 0.7
Cn1c(=O)c2c(ncn2CC(=O)OCC(=O)Nc2ccccc2)n(C)c1=O | 1.1 | -6 | 1.1 | -8 | 1.1 | -17 | -6 | -10 | 3 | 2.3
Cc1ccc(CC(=O)Nc2cccc([N+](=O)[O-])c2)cc1 | 1 | 15 | 0.9 | -6 | 1.1 | -11 | -3 | -18 | 7 | 0.1
CC1=C(C(=O)N2CCCC(C(=O)c3cccc4ccccc34)C2)OCCO1 (stereo not given) | 1 | 8 | 0.9 | -4 | 1 | -4 | -4 | 6 | 5 | 2.3
Cc1ccccc1OCCN1C(=O)NC2(CCCc3ccccc32)C1=O (stereo not given) | 1 | 3 | 1 | -1 | 1 | -1 | 0 | -8 | 36 | -0.1
O=S(=O)(Nc1ccc(S(=O)(=O)Nc2ccccc2)cc1)c1ccccc1 | 0.9 | 7 | 0.9 | 0 | 1 | -1 | 6 | -5 | 0 | 0.9
Cc1ccc(NC(=O)CN(C)C(=O)CSc2nc(C)cs2)cc1 | 1 | 1 | 1 | -2 | 1 | -6 | 3 | 8 | 4 | 1.9
CN1CCCN(S(=O)(=O)c2cccc(Cl)c2Cl)CC1 | 1 | -6 | 1.1 | -5 | 1 | -8 | -1 | 18 | 72* | 0.1
O=c1cc(CNCCCO)c2ccccc2[nH]1 | 1.1 | 3 | 1 | -2 | 1 | -5 | -7 | 16 | 0 | 1.6
CC(Sc1nc(NCc2ccccc2)nc(N2CCOCC2)n1)C(=O)Nc1ccccc1 (stereo not given) | 1.1 | 14 | 0.9 | -5 | 1 | -16 | -6 | -12 | 7 | 1.7
CCOC(=O)CSC1=C(C#N)C(c2sccc2C)CC(=O)N1 (stereo not given) | 1.1 | 18 | 0.8 | -8 | 1.1 | -15 | -8 | 93* | 14 | 0.0
CCCC(=O)Nc1ccc(Cl)c(NC(=O)c2cccnc2Cl)c1 | 1.1 | 3 | 1 | -1 | 1 | -2 | -5 | -1 | -1 | 2.7
CCOC(=O)C1C(=O)OC2(CCOC(C)(C)C2)C1C(=O)OCC (stereo not given) | 1.1 | 11 | 0.9 | -9 | 1.1 | -2 | -5 | 13 | 1 | -0.2
COC(=O)Nc1ccc(S(=O)(=O)N2CCC(C(=O)NC3CCCCC3)CC2)cc1 | 1 | -7 | 1.1 | -5 | 1.1 | -6 | 0 | -2 | 0 | 2.5
COC(=O)c1cc2nc(-c3ccccc3)cc(C)n2n1 | 1.1 | 3 | 1 | -4 | 1 | -12 | -5 | 23 | -3 | 0.1
C1=C(CCNC2=NCCCCC2)CCCC1 | 1 | 4 | 1 | 4 | 1 | -13 | -1 | -1 | 6 | 0.0
COc1ccc(N2C(=O)CSC2c2ccncc2)cc1 (stereo not given) | 1 | -4 | 1 | -5 | 1 | -11 | -3 | 0 | -7 | 2.3
CCOC(=O)C1CCCN(CC(O)COc2ccccc2C(C)=O)C1 (stereo not given) | 1 | 6 | 0.9 | -6 | 1.1 | -7 | -4 | 18 | 2 | 0.8
COc1ccc(N2C(=O)CC(NCc3cccs3)C2=O)cc1 (stereo not given) | 1 | 10 | 0.9 | -4 | 1 | -11 | -2 | -9 | -4 | 3.2
CCCCc1nc(N2CCOCC2)c(C#N)c2c1COC(C)(C)C2 | 1 | 4 | 1 | -2 | 1 | 3 | 1 | -2 | 3 | 1.9
Cc1ccc(-c2n[nH]c(=S)n2/N=C/c2cccs2)cc1 | 1 | 24 | 0.8 | -4 | 1 | 41 | 0 | 7 | -3 | 3.9
Clc1ccc(-c2nnc(COc3ncnc4sccc34)o2)cc1 | 1 | 13 | 0.9 | 3 | 1 | 26 | -2 | -8 | 29 | 1.9

Filtered by structure, those above containing a Cl atom (eight)
SMILES | TNAP act hi DEA | bIAP inhibitor | bIAP activator | FLuc inhib CS | FLuc stim CS | TNAP inh no acc | TNAP inh hi DEA | APP 5UTR inh | Lmaj promast | RAM inhibit
CC(C)(CO)CNC(=O)CCc1nnc(C2(c3ccc(Cl)cc3)CCC2)o1 | 1 | 5 | 0.9 | -9 | 1.1 | -6 | -2 | 5 | -10 | 3.2
COc1ccc(/C=N\NC(=O)CC(=O)Nc2cccc(Cl)c2)cc1OC | 1 | 2 | 1 | 4 | 1 | -3 | 1 | -2 | 3 | 1.1
CCOC(=O)N1CCN(Cc2nc(-c3cccc(Cl)c3)no2)CC1 | 1.1 | 0 | 1 | -5 | 1.1 | -11 | -7 | 14 | 16 | -1.9
Cc1cc2oc(=O)cc(CN3CCCCC3C)c2c(C)c1Cl (stereo not given) | 1.1 | 9 | 0.9 | -10 | 1.1 | -8 | -6 | 19 | 9 | -1.4
CCN(C(=O)C(C)Cl)c1ccccc1 (stereo not given) | 1 | 3 | 1 | -2 | 1 | -8 | 1 | -2 | -6 | 1.4
CN1CCCN(S(=O)(=O)c2cccc(Cl)c2Cl)CC1 | 1 | -6 | 1.1 | -5 | 1 | -8 | -1 | 18 | 72* | 0.1
CCCC(=O)Nc1ccc(Cl)c(NC(=O)c2cccnc2Cl)c1 | 1.1 | 3 | 1 | -1 | 1 | -2 | -5 | -1 | -1 | 2.7
Clc1ccc(-c2nnc(COc3ncnc4sccc34)o2)cc1 | 1 | 13 | 0.9 | 3 | 1 | 26 | -2 | -8 | 29 | 1.9
